High-throughput results deposited in PubChem by several laboratories.
Tb hexokinase: blocks Trypanosoma brucei hexokinase 1 activity; actives 0.11% (n = 220,000); inhibition, % at 10 µM; recombinant TbHK1, G6PDH-coupled NADH A340; AID 1430;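 active means inhibition of 50% or more in the single-dose primary screen; inactive means inhibition below 50%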
Runt-SMMHC FRET: blocks binding of human RUNX1 Runt domain to CBFb-SMMHC; inhibition, % at 20 µM; actives 0.74% (n = 220,000); Cerulean-Runt/Venus-CBFb-SMMHC FRET ratio 530/480, 1 h;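 active means mean inhibition across duplicate retests at 20 µM reaching about 50%, limit read from the data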;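 further: 0% = DMSO wells and 100% = wells with excess untagged CBFb-SMMHC; inhibitors lower the FRET ratio by blocking Runt binding to CBFb-SMMHC; some results filed as inactive read as strong as hits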
Target sequence (Q01196 whole entry, looked up, the tested form may be a part): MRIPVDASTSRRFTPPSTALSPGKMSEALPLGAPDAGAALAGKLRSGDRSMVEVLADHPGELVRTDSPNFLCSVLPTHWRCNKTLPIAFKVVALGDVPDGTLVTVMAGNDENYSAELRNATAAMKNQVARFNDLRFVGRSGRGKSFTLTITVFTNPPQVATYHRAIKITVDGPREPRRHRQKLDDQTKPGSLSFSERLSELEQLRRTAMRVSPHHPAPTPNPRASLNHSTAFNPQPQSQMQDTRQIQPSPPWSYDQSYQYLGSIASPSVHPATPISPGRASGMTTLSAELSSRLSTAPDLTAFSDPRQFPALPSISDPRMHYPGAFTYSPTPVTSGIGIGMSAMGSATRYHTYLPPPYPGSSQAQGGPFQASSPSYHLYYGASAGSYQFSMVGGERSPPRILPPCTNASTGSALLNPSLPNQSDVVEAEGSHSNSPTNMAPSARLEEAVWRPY
Target sequence (Q13951 whole entry, looked up, the tested form may be a part): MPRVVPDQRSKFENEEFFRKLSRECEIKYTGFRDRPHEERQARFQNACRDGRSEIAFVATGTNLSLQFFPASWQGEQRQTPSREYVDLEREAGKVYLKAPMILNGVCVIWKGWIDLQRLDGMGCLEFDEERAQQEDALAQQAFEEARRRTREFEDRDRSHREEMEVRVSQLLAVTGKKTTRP
EBV gp42 block: EBV gp42 inhibition; Q1HVG2; Fluorescence polarization binding assay, mP read-out; inhibition, % (tested at 21.74 µM); actives 0.42% (n = 220,000); in the data active means inhibition above about 50%
L929 necroptosis: L929 zVAD cell death inhibition. L929 zVAD necroptosis rescue, ATP luminescence, 24 h; with zVAD 60 µM. viability rescue, % at 10 µM. actives 0.38% (n = 220,000);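 active means activation, scaled between plate controls, above about 75%, limit read from the data; inactive means activation under that limit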;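 further: 0% = zVAD with DMSO and 100% = DMSO alone without zVAD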
Runt-CBFb FRET: blocks binding of human RUNX1 Runt domain to CBFb; actives 0.46% (n = 220,000); Q01196+Q13951; AID 1496; Cerulean-Runt/Venus-CBFb FRET ratio 530/480, 1 h; inhibition, % at 20 µM;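 active means inhibition over about 50% at 20 µM in the single-dose screen, limit read from the data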;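 further: 0% = DMSO wells and 100% = excess unlabeled CBFb competitor control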
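test system = Cerulean-tagged RUNX1 Runt domain (FRET donor) fusion protein | reagent = Venus-CBFb binding partner, 100 nM | incubation = protein complex preformed 1 h, compound exposure 1 h, room temperature, dark | detection = FRET fluorescence | read-out basis = loss of energy transfer signal | controls = 5 µM unlabeled CBFb as full-inhibition high control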
NCF1 inh: p47phox (human) inhibition | inhibition, % at 24.7 µM | AID 1274 | P14598 | p47phox/p22phox peptide binding, fluorescence polarization, 2 h | actives 0.53% (n = 220,000);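 active means inhibition above about 30%, limit read from the data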;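 further: 0% = p47phox with labelled peptide and 100% = labelled peptide alone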
Hck-Nef inh: human Hck-Nef kinase inhibition; P08631; Recombinant Hck-YEEI plus Nef, Z-Lyte FRET kinase assay; inhibition, % at 20 µM; actives 0.68% (n = 220,000); AID 463187;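 active means Hck-Nef kinase inhibition above about 50%, limit read from the data; inactive means inhibition below that limit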;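 further: 0% = DMSO with Hck plus Nef and 100% = Hck alone without Nef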
14-3-3 Bad PPI: disrupts binding of bovine 14-3-3 zeta to phospho-Bad peptide; inhibition, % at 21.7 µM; actives 0.71% (n = 220,000); P63103; TR-FRET 14-3-3zeta/Dy647-pBad peptide displacement, 1 h;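 active means inhibition above about 70%, limit read from the data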;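 further: 0% = full 14-3-3 plus peptide FRET controls and 100% = background without 14-3-3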
Target sequence (P63103 whole entry, looked up): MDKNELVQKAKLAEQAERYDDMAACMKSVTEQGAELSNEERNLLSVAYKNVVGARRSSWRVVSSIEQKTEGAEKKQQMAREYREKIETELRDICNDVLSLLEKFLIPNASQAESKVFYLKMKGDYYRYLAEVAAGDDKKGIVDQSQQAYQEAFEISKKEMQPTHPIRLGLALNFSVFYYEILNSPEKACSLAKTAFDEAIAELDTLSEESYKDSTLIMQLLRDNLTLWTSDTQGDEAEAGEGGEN
MDM2 E3 inh: inhibitors of human Mdm2 E3 ubiquitin ligase | Q00987 | cell-based MDM2 ubiquitination luciferase reporter, 2 h; 0 = plate control, 100 = twice control, blank-subtracted | signal enhancement, % at 5 µM | actives 0.11% (n = 210,000);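 active means signal enhancement of 30% or more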;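 further: luminescence tracks abundance of the self-degrading MDM2-luciferase fusion protein; higher signal means inhibition of MDM2 E3 ligase activity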
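Buffer or medium: Cells held in DMEM | Assay system: Stable mammalian line carrying autodegrading MDM2–luciferase fusion reporter | Quantity: 2000 cells/well | Times: 4 h settle plus 2 h compound, 37 °C | Doses: One concentration, 5 µM, with 0.2% DMSO | Technique: Luminescence with SteadyLite reagent, 15 min at room temperature | Benchmarks: Plate controls and plate blanks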
Starred values were filed as active, the others as inactive; / = not tested or not shown; [ ] = another dose, or the depositor's remark.

molecule	NCF1 inh	L929 necroptosis	Runt-SMMHC FRET	EBV gp42 block	14-3-3 Bad PPI	Tb hexokinase	Runt-CBFb FRET	MDM2 E3 inh	Hck-Nef inh
O=C(Nc1ccc(Cl)c(Cl)c1)c1cccc(S(=O)(=O)NCc2cccnc2)c1	-22.5	76.8*	-1.2	-14.1	-1.9[fluorescence artefact?]	-0.5	1.3	-13.5	0.9
Cc1[nH]c2c(C)cccc2c1CC(=O)O	-10.8	1.7	-56.4	-5.7	86.2*	-2.8	-14.5	-6.5	1.4
Cc1cc(NS(=O)(=O)c2ccc(NC(=O)c3ccco3)cc2)nc(C)n1	-3.8	0.4	1.0	2.1	6.3	-2.9	0.2	-14.2	0.8
O=C(CCSc1ccccc1)N1CCOCC1	-12.3	0.7	3.1	-6.3	10.0	2.0	-1.7	-10.8	-1.4
Cc1cccc(NNC(=O)c2c(F)cccc2Cl)c1	-8.2	-1.2	2.7	-15.2	-1.9	-8.1	2.1	-2.9	5.2
CCOc1ccccc1N(CC(=O)OC)S(C)(=O)=O	-6.6	-0.1	0.0	-3.5	-10.1	-1.1	2.3	-24.4	0.3
COc1ccc(CC(NC(C)=O)C(=O)N2CCN(C(=O)Nc3ccc(Cl)cc3)CC2)cc1OC (configuration not stated)	-9.7	0.2	1.6	-10.8	0.1	-17.7	2.3	-8.4	0.9
COc1ccc(CN(CC(=O)NCC2CCCO2)C(=O)CNS(=O)(=O)c2ccc(C)cc2)cc1 (configuration not stated)	0.4	-0.4	1.2	-9.2	-4.4	0.5	-0.9	3.6	0.6
C#CCNC(=O)C1CCN(c2cc(C)nc(-c3ccccc3)n2)CC1	0.3	3.7	1.5	-8.4	-21.3	2.8	-2.5	-4.3	15.7
CNS(=O)(=O)c1cc(Br)ccc1S(=O)c1ccccc1C(=O)O (configuration not stated)	-4.5	0.8	-1.9	-11.2	-3.9	-21.5	-1.3	-5.8	7.6
O=C(CN1C(=O)CSc2ccccc21)NCCC1=CCCCC1	-3.0	1.0	-0.6	-2.1	2.4	-4.6	0.3	0.2	-0.3
O=C1N=C2SCCN2/C1=C\c1ccccc1Cl	-12.4	-0.1	2.5	-20.4	1.8[fluorescence artefact?]	-14.9	0.3	-1.1	0.7
O/N=C1\CC/C(=N\O)c2nn(-c3ccccc3Cl)nc21	-1.6	0.4	0.1	-2.1	-14.8	0.5	-2.5	-36.1	2.1
COC(=O)c1ccc(Oc2ccc(C(F)(F)F)cn2)cc1	6.1	-1.5	0.6	1.5	4.3	2.0	-3.4	-7.0	15.7
c1ccc(-c2cc3c(nn2)CCc2nonc2-3)cc1	-2.8	0.6	-1.1	2.9	-2.6[fluorescence artefact?]	0.0	1.0	1.1	1.6
Cc1ccccc1S(=O)(=O)Cc1ccc(C(=O)N2CC(C)CC(C)C2)o1 (configuration not stated)	-4.2	0.0	-3.3	-19.4	1.3	-4.7	-1.3	-12.8	-1.5
CC(C)NC(=O)N(O)C1N(Cc2ccc3c(c2)OCO3)C(=S)SC1(C)C (configuration not stated)	-8.7	-0.1	2.4	2.3	-13.1	4.7	-1.7	-13.5	-1.4
C(=C\c1ccccc1)/CSc1nnc(-c2ccccc2)n1Cc1ccco1	-11.7	-0.2	8.6	6.5	-3.9	11.0	14.7	-3.5	1.8
O=C1c2cccc3cccc(c23)C(=O)N1Cc1ccco1	1.9	10.7	1.9	0.0	-1.1	-20.8	1.2	-8.6	19.1
CS(=O)(=O)N1CCCC(C(=O)NCc2ccco2)C1 (configuration not stated)	-7.2	0.3	-4.3	-11.7	-6.4	0.8	-0.5	-5.4	-8.9
C[C@H]1CC[C@H]2C(=O)N3[C@H](c4ccccc4Br)[C@@H](C)CC[C@H]3C(=O)N2[C@@H]1c1ccccc1Br	-10.8	0.7	-1.9	-15.6	-2.9	-26.7	-1.1	/	-5.7
CCN(CC)S(=O)(=O)c1ccc(-c2nnc(SC)o2)cc1	-16.1	-0.5	-6.1	-0.7	-7.8[fluorescence artefact?]	-3.3	0.5	/	0.7
N#CC(c1nc2ccccc2nc1N1CCOCC1)S(=O)(=O)c1ccccc1 (configuration not stated)	-13.1	0.6	3.0	-0.7	2.8	-19.0	13.9	-3.9	-13.7
CN(C)S(=O)(=O)c1ccc(NC(=O)c2cc(F)c(F)cc2Cl)cc1	6.0	0.3	4.4	12.2	4.2[fluorescence artefact?]	1.9	0.3	-2.8	0.5
O=C(CC1SC2=NCCN2C1=O)Nc1ccccc1 (configuration not stated)	-6.4	-0.2	-7.0	-1.2	-0.1[fluorescence artefact?]	0.6	-3.0	-8.4	0.6
O=C(N/N=C1\CCCc2ccccc21)c1ccc([N+](=O)[O-])cc1	5.1	0.1	1.9	-8.3	-14.6	-17.2	-0.6	/	-0.4
CCCc1cc(=O)oc2c(C)c(OCc3nn[nH]n3)ccc12	11.5	0.5	-1.9	-2.1	9.2	-19.9	-0.3	-12.8	7.7
CCc1ccc(C(=O)NC2CCCCC2)s1	-10.8	2.8	-5.1	6.7	0.8	-9.6	-1.3	-8.1	0.5
Cc1cccc(NC(=O)/C(C#N)=C/c2cn(CC(=O)NCc3ccco3)c3ccccc23)c1C	-12.4	1.5	-45.6	-3.0	1.1	1.7	-60.4	3.8	6.2
C/C(CC(=O)Nc1ccccc1Cl)=N\NC(=O)C(=O)NCCO	-9.8	0.4	0.4	-15.5	-6.7	-0.6	0.8	-7.4	8.2
COc1ccc(CN(C(=O)c2nsc(Cl)c2Cl)C(C(=O)NC2CCCC2)c2ccc(C)cc2)cc1 (configuration not stated)	-13.8	0.2	2.0	-5.4	-27.5	17.2	1.2	-12.8	1.9
C/C(=C\c1ccccc1)C(=O)NCCN1CCOCC1	-15.1	1.1	-1.3	-4.9	-11.7	0.0	-0.8	0.1	-2.6
COc1ccc(Br)cc1S(=O)(=O)N(CC(=O)N1CCOCC1)c1ccccc1	-4.6	-0.2	1.6	-8.9	12.0	-11.3	0.9	-5.9	0.3
Cc1c(CC(=O)O)c(=O)oc2c(C)c(OCc3nn[nH]n3)ccc12	7.5	0.5	-0.7	0.7	7.4	-24.5	0.7	-4.9	1.1
Cc1noc(C)c1S(=O)(=O)N(CC(=O)N1CCc2ccccc21)c1ccc(C(C)C)cc1	-13.9	-0.5	3.0	-7.8	-0.5	-1.3	1.2	-7.5	0.5
CCN(CC)CC(=O)N1c2ccccc2Sc2ccc(Cl)cc21	-3.3	1.3	0.8	-13.8	34.3[fluorescence artefact?]	-3.6	-3.0	3.3	0.2
O=C1CCCCC1C(=O)c1cn(-c2ccc(Cl)c(Cl)c2)nn1 (configuration not stated)	-6.2	0.7	-6.4	-8.1	-20.7	1.4	18.3	-4.3	-3.0
CCOc1cc(C(=O)OCC(=O)Nc2cccc(C)c2)ccc1OCC(=O)N1CCOCC1	-6.9	0.5	3.5	-16.9	-4.8[fluorescence artefact?]	-2.8	-0.2	-6.8	4.6
COc1cccc(-n2nnnc2SCC(=O)c2ccc(NC(C)=O)cc2)c1	-18.6	0.5	0.1	-1.3	8.3	-0.4	-8.9	-7.3	1.8
Cc1cc(C(=O)COC(=O)c2nccnc2N)c(C)n1C	-1.4	1.1	5.0	-6.0	-7.6	-12.2	4.6	-31.3	20.9
CC(C)CNC(=O)c1cccc(NC(=O)c2ccc(NC(=O)c3ccco3)cc2)c1	-30.6	18.6	-0.8	-1.9	16.9[fluorescence artefact?]	4.8	-1.7	-9.7	-1.6
CC(=O)Nc1ccc(Cl)c(C(N)=O)c1	5.1	0.6	0.9	1.2	-7.4	6.8	1.9	1.9	-1.3
N#Cc1cc(-c2ccccc2)nnc1Sc1ccc(F)cc1	-8.2	-0.2	-1.0	-12.6	14.5[fluorescence artefact?]	-3.4	2.0	-1.0	-0.6
COCCn1nnnc1C(c1cc2cc(C)ccc2[nH]c1=O)N1CCN(C2CCCCC2)CC1 (configuration not stated)	-10.2	-0.1	4.9	-2.2	2.1	-18.4	5.2	-24.9	1.6
O=C(CSc1nnc(-c2cccnc2)n1C1CCCCC1)NC1CCCC1	-6.8	-0.6	8.2	-5.1	-7.5	-4.5	-2.8	-20.1	-0.4
NC(=O)[C@@H]1CCNc2c(I)cc([N+](=O)[O-])cc2C(=O)N[C@@H](CO)C(=O)N[C@@H](Cc2ccc(O)cc2)C(=O)N1	-11.6	-1.2	2.1	-11.9	17.7	-9.2	-0.1	/	-12.2
Cc1cccc(CSc2nnc(Cn3c(=O)sc4ccccc43)n2C)c1	-8.2	5.5	-0.9	-20.4	15.0	-4.4	0.9	-10.5	-3.5
CCOc1ccc2nc(NC(=O)CCC(=O)c3cccs3)sc2c1	-30.7	-0.2	-8.7	-10.5	5.4	0.6	0.4	-0.1	3.6
Cc1c(NC(=O)COC(=O)c2ccc(S(=O)(=O)N3CCOCC3)cc2)c(=O)n(-c2ccccc2)n1C	-1.8	1.2	0.7	-0.4	-11.9	-3.9	-1.0	-0.4	19.4
CCOC(=O)C(=O)Nc1nnc(Cc2ccc(OC)c(OC)c2)s1	-2.9	0.6	1.5	-4.9	2.1	-3.8	-1.9	-4.0	6.1

Taken from above.
Hck-Nef inh result of NC(=O)[C@@H]1CCNc2c(I)cc([N+](=O)[O-])cc2C(=O)N[C@@H](CO)C(=O)N[C@@H](Cc2ccc(O)cc2)C(=O)N1 stands at -12.2
EBV gp42 block result of Cc1c(NC(=O)COC(=O)c2ccc(S(=O)(=O)N3CCOCC3)cc2)c(=O)n(-c2ccccc2)n1C stands at -0.4

(continued)
molecule	NCF1 inh	L929 necroptosis	Runt-SMMHC FRET	EBV gp42 block	14-3-3 Bad PPI	Tb hexokinase	Runt-CBFb FRET	MDM2 E3 inh	Hck-Nef inh
Cc1cc(/C(N)=N/OC(=O)c2ccc(Cl)cc2)no1	-3.3	-1.1	0.7	-7.8	70.1*	-2.9	0.4	-23.5	-3.0
COc1ccc(/C=C/CN2CCN(CCc3ccccc3)C(CCO)C2)cc1 (configuration not stated)	-7.0	-0.5	1.7	-0.8	-9.5	-14.7	-0.5	-4.6	2.4
COc1ccc(NC(=O)CC(C)C)c(OC)c1	4.6	0.9	0.8	17.3	9.2	-8.4	1.2	-44.7	0.4
COc1ccccc1NS(=O)(=O)c1ccc2oc(SC3CCOC3=O)nc2c1 (configuration not stated)	-11.8	0.3	-2.1	-17.1	-9.2	4.8	0.7	13.5	-0.7
NC1=NC(=O)/C(=C/c2ccsc2)S1	-19.2	28.8	0.5	-10.5	0.6	-40.4	1.1	-14.0	40.2
Cc1cc(N2CCCc3ccccc32)n2ncnc2n1	4.0	1.5	-0.7	4.3	-1.4[fluorescence artefact?]	-24.3	3.9	1.8	-0.5
COC(=O)c1ccc(C2C(C(=O)Nc3ccccc3C)=C(C)Nc3ncnn32)cc1 (configuration not stated)	-6.0	0.2	-3.2	-6.8	-3.3	2.3	-3.5	-4.7	-0.5
